FUS suppressor: qHTS for Suppressors of FUS Proteinopathy: Primary screen using FUS-linked yeast assay | S. cerevisiae FUS-expressing, growth rescue, OD600, 24 h | Potency, µM (top dose mostly 76.6 µM), for inactives: at the highest dose growth rescue (activation), actives largely listed as activators | 390,000 tested, 0.24% active;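 note: potency is the fitted concentration of half-maximal effect; plate controls were DMSO vehicle for no effect and reference control for full effect; nearly all actives have a fitted effect of over 55% in size; some results filed as inactive show a strong effect at the top dose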
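Toxicity suppression screen in FUS-yeast. Cells induced with 2% galactose, starting OD 0.005, treated 24hr at 30C with compounds at multiple final concentrations; growth by OD600.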
TDP-43 yeast inh: qHTS of TDP-43 Inhibitors. TDP-43 expressing yeast growth rescue, BacTiter-Glo, 24 h. Potency, µM (titrated, usually from 46.1 µM), for the others: top-dose growth rescue (activation), actives largely listed as activators. 410,000 tested, 1.8% active. AID 652104, 2013; note: potency is the fitted concentration of half-maximal effect; % of control where 0% means no effect; nearly all actives have a fitted effect of over 50% in size
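Yeast cells expressing TDP-43 under galactose induction are exposed to compounds for 24 hr at 30 deg C. BacTiter-Glo luminescence measures growth, so protective compounds score as activators.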
EPAC2 antag: qHTS for Antagonist of cAMP-regulated guanine nucleotide exchange factor 2 (EPAC2): primary screen | AID 720708, 2013 | Potency, µM (titrated, usually from 114 µM), without a hit: at the top dose activity, negative = inhibition, usual class: inhibitors | 360,000 tested, 0.18% active | Rap guanine nucleotide exchange factor 4 (Homo sapiens), Q8WZA2 | EPAC2 GEF exchange of Rap1B-BODIPY-GDP, fluorescence; note: potency is the fitted concentration of half-maximal effect; % is set by controls: 0 for no effect and ±100 for the full control effect; nearly all actives have a fitted effect of over 45% in size; many of its hits are not listed in these tables
Abeta yeast res: qHTS for compounds that reverse cellular toxicity of Amyloid beta (A-beta) peptide in yeast: Primary Screen. yeast expressing A-beta42, growth rescue, OD600, 48 h; response scale: 0% DMSO, 100% iron-clioquinol control. Potency, µM (titrated, usually from 46.1 µM), for inactives: top-dose growth rescue, hits mostly activators. 410,000 tested, 0.063% active; note: potency is the fitted concentration of half-maximal effect; nearly all actives have a fitted effect of over 55% in size
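Yeast growth medium received pinned compounds, then yeast cells expressing toxic A-beta were added; plates incubated at 30 C for 48 hr. Growth read as absorbance at 600 nm, normalized to DMSO and equimolar FeCl3 plus clioquinol controls.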
aSyn yeast inh: qHTS of alpha-syn Inhibitors; Yeast expressing alpha-synuclein, growth rescue, BacTiter-Glo, 24 h; 370,000 tested, 0.14% active; Potency, µM (top dose mostly 46.1 µM), inactives show at the highest dose growth rescue (activation), usual class: activators; AID 652106, 2013; note: potency is the fitted concentration of half-maximal effect; % of control where 0% means no effect; nearly all actives have a fitted effect of over 65% in size
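Rescue of yeast growth: cells expressing toxic alpha-synuclein, induced in galactose at OD600 0.02, incubated with compound 24 h at 30 C. ATP luminescence quantified growth; inhibitors of toxicity appear as activators.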
EPAC2 agonist: qHTS for Agonist of cAMP-regulated guanine nucleotide exchange factor 4 (EPAC2): primary screen; Rap guanine nucleotide exchange factor 4 (Homo sapiens), Q8WZA2; EPAC2 activation, biochemical qHTS; response scale: 100% = 6.5 mM cAMP response; Potency, µM (doses to about 154 µM), for inactives: at the top dose activation, most hits filed as activators; 360,000 tested, 0.079% active; note: potency is the fitted concentration of half-maximal effect; nearly all actives have a fitted effect of over 50% in size
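Guanine nucleotide exchange by EPAC2 is measured as reduced fluorescence of BODIPY-GDP once it is released from 250 nM Rap1B. Plates are read kinetically for 30 min at room temperature; results are scaled to 6.5 mM cAMP.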
DRD3 antagonist: qHTS of D3 Dopamine Receptor Antagonist: qHTS. D3R cells, DiscoveRx beta-arrestin luminescence, antagonist mode; active compounds read low. 360,000 tested, 2.5% active. D(3) dopamine receptor (Homo sapiens), P35462. max response, negative = inhibition, %. AID 652054, 2013; in the data active = max response below about -50%; inconclusive = no clear call, values can overlap the other calls; note: % is set by controls: 0 for no effect and ±100 for the full control effect; mostly tested at two doses, the higher about 12 µM
Target sequence (P35462 whole entry, looked up): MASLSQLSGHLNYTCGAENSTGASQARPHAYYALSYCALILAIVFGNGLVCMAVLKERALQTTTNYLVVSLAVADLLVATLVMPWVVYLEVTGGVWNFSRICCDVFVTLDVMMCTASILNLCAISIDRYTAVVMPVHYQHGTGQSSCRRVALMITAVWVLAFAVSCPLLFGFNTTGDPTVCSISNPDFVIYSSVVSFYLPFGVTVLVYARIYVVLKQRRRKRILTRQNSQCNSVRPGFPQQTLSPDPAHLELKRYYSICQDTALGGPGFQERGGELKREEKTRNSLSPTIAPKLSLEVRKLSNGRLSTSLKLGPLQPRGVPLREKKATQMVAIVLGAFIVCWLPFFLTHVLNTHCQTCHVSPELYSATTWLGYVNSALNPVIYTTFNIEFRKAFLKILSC
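Cells expressing the human receptor were seeded at 1500 cells/well, incubated overnight at 37 degrees C in 5% CO2, then exposed to library compounds with dopamine controls for 90 minutes at 37 degrees C before luminescent detection.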
DRD3 agonist: qHTS of D3 Dopamine Receptor Agonist: qHTS; max activation, %; 410,000 tested, 0.58% active; D3R DiscoveRx beta-arrestin cells, luminescence, 90 min; D(3) dopamine receptor (Homo sapiens), P35462; in the data active = max activation above about 30%; note: 0% is about no effect; mostly tested at two doses, the higher about 12 µM
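Agonist-mode cell screen: cells plated at 1500/well and incubated overnight at 37 °C, then exposed to library compounds for 90 min at 37 °C. Detection reagent was added for 30–60 min at room temperature, and luminescence was read.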
Active calls of the source: *; ? = inconclusive; · = not tested or not shown; & = joins results of further samples; ! = repeats disagree; [ ] = dose if it differs, or a comment. Unless noted, calls come from the whole dose curve; as a rule, active = well fitted curve in the direction sought with a large enough effect; inconclusive = small, poorly fitted or top-dose-only effect, or another doubt; inactive = no such curve, though single readings can be large; an effect the other way counts as inactive or inconclusive. These rows are one share of the data (hit frequency here may not be typical).

SMILES	FUS suppressor	TDP-43 yeast inh	EPAC2 antag	Abeta yeast res	aSyn yeast inh	EPAC2 agonist	DRD3 antagonist	DRD3 agonist
Cn1cc(Cl)c(C(=O)N(Cc2ccccc2)c2ccccn2)n1	-36%	21%	-16%	18%	9%	-1%	3	2
C=Cc1c(C)c2cc3[nH]c(cc4nc(cc5nc(cc1[nH]2)C(C)=C5CCC(=O)O)C(CCC(=O)O)=C4C)c(C)c3C=C	-15%&-1%	22%&-3%	12%&-13%	-11%&-28%	-10%&-4%&-22%&-15%	-3%&2%	4&0	36*!
CCOc1ccc(C2C(C#N)=C(C)NC3=C2C(=O)c2ccccc23)cc1 (stereo unspecified)	28%	4%	12%[57.1 µM]	-1%	8%	16%	1	1
Cc1c(O)ccc2c3c(c(=O)oc12)CCC(C)C3 (stereo unspecified)	-3%	2%	13%	-30%[inhibitor]	-7%	-5%	0	-2
CC(C)C(=O)Nc1nnc(S(=O)(=O)N2CCCCCC2)s1	-23%&-25%	21%&16%	8%	-9%&-11%	-2%	9%	0	-4&-8
COc1ccccc1OCc1ccc(C(=O)Nc2ccc(Cl)cn2)o1	6%	-14%	12%	-11%	-1%	-2%	0	6
COc1ccc(C(=O)NCC(C)(C)CNC(=O)c2ccc(OC)cc2)cc1	0%	5%	-11%	11%	0%	3%	10	9
COCc1cc(C)nc(SCc2ccc(Cl)cc2)c1C#N	35%	-2%	-8%	13%	21%	12%	0	9
CC(OC(=O)c1cc(S(=O)(=O)N2CCOCC2)ccc1Br)C(=O)N1CCOCC1 (stereo unspecified)	·	13%	0%	-12%	2%	7%	19	1
CCCc1nc2ccccc2n1C(C)C(=O)NC(C)(C)C (stereo unspecified)	-3%	-4%	0%	-9%	0%	8%	-13	-13
Cc1ccc2c(c1C)NC(C)CC2C (stereo unspecified)	3%	-7%	-2%	-10%	-2%	1%	?	1
COc1ccc(-c2nc(CN3CCN(C(=O)c4ccco4)CC3)c(C)o2)cc1OC	-6%	5%	0%	-9%	-5%	9%	-5	1
COc1ccc(C(=O)CCC(C)(C)[N+](=O)[O-])cc1OC	-11%	21%	9%	22%	1%	9%	9	7
O=C(NC12CC3CC(CC(C3)C1)C2)c1ccc([N+](=O)[O-])cc1	-11%	-22%	13%	-1%	-16%	12%	-9	11
Cc1cccc(S(=O)(=O)NNC(=O)Cc2cccn2C)c1	55%	-38%[inhibitor]	2%	-9%	-4%	23%	-10	-5
Cc1cccc(C(=O)NC(=S)NNC(=O)c2cccs2)c1	·	?	12%	0%	-6%	10%	?	-5
Oc1ccc(/C=N/NC(=S)Nc2cccnc2)c(O)c1O	17%	-16%	-9%	-27%	-7%	5%	1	37*
COc1ccc(C(=O)C2CCCN(Cc3c[nH]c4ccccc34)C2)c(OC)c1 (stereo unspecified)	17%	0%	-2%	11%	3%	14%	-96*	-13
CC(C)(C)c1ccc(S(=O)(=O)NCc2ccc(C(=O)N3CCCC3)cc2)cc1	25%	-4%	-3%	5%	-3%	-1%	15	13
N#Cc1cccc(NC(=O)COC(=O)c2ccc[n+]([O-])c2)c1	24%	?	-8%	4%	-1%	14%	-23	-8
O=C(N/C(=C/C=C/c1ccccc1)C(=O)N1CCOCC1)c1ccccc1Cl	8%	6%	0%	3%	2%	10%	5	9
Cc1nc2ccc(S(=O)(=O)Nc3cccc(-c4nc5cccnc5s4)c3)cc2s1	?	?	10%	6%	?	21%	-20	-6
Cc1ccc(NC(=O)CSc2nc3[nH]ncc3c(=O)[nH]2)cc1Cl	-5%	-11%	5%	1%	-3%	-6%	-18	-10
Cc1cccc(C)c1NC(=O)C1=C(O)c2ccccc2N(C)S1(=O)=O	21%	6%	14%	-20%	2%	2%	-52*	6
Cc1ccc(S(=O)(=O)Nc2ccc(O)c3cccnc23)cc1	10%	-16%	-8%	-16%	-3%	11%	-10	8
SMILES	FUS suppressor	TDP-43 yeast inh	EPAC2 antag	Abeta yeast res	aSyn yeast inh	EPAC2 agonist	DRD3 antagonist	DRD3 agonist
O=C(NCc1cccs1)C1CCN(S(=O)(=O)c2ccc3c(c2)OCCO3)CC1	23%	-9%	-1%	15%	-3%	-4%	-3	-4
COc1ccccc1OCCn1c(=O)oc2ccc(C)cc21	8%	9%	?	-15%	17%	15%	-10	0
O=C(Cc1cccc(NC(=O)C2CCCN(C(=O)C3CCC3)C2)c1)Nc1ccc(C(=O)N2CCOCC2)cc1 (stereo unspecified)	1%	14%	8%	11%	0%	0%	1	1
Cc1ccc(-c2cc(C(=O)N(C)CC(=O)Nc3ccccc3Br)c3ccccc3n2)o1	27%	38%	-9%	-24%	-13%	6%	28	12
COc1ccc(OCC(O)Cn2c(Br)nc3c2c(=O)[nH]c(=O)n3C)cc1 (stereo unspecified)	12%	-1%	1%	-10%	-2%	3%	8	-3
Cn1c(=O)c2c(nc(NCCCO)n2Cc2cccc(C(F)(F)F)c2)n(C)c1=O	-2%	-7%	-4%	10%	0%	-9%	8	-7
O=S(=O)(NC1CC2CCC1C2)c1ccc2c(c1)OCCO2 (stereo unspecified)	-3%	?	1%	-55%[inhibitor]	3%	0%	-6	0
Cc1nc(COC(=O)c2ccc(CO)cc2)cs1	19%	-10%	11%	-7%	-9%	-1%	9	-10
COc1ccccc1NC(=O)Cn1c(=O)n(Cc2nc(-c3ccccc3)no2)c(=O)c2ccccc21	-5%	29%	·	-16%	·	·	·	-5
COc1ccc(CNC(=O)Cn2cc3c(n2)CCCCC3)cc1	-6%	10%	-7%	-2%	-1%	8%	0	-8
COc1cccc(-c2cnc(C(O)c3cc(C)c(OC)c(C)c3)[nH]2)c1 (stereo unspecified)	2%	-10%	2%	11%	-5%	15%	-18	-4
CCn1c(NCc2cccs2)nc2ccccc21	-3%	-18%	-9%	3%	-3%	-2%	-21	-5
COc1ccccc1N(CC(=O)N/N=C(\C)c1ccccc1O)S(=O)(=O)c1ccc(C)cc1	8%	5%	5%	-3%	7%	7%	?	-20
C[C@@H]1CN([C@H](C)CO)S(=O)(=O)c2ccc(C#Cc3ccccc3F)cc2O[C@H]1CN(C)C(=O)c1ccc2c(c1)OCO2	?	15%	6%	-5%	2%	7%	-12	-9
C=CCC1c2cccc(C(=O)O)c2C(=O)N1c1ccc(F)cc1 (stereo unspecified)	19%	?	-2%	-24%	2%	-3%	16	3
COC(C/C=C/[C@@H](O)COCc1ccccc1)OC	-3%	14%	-1%	-6%	1%	3%	43	2
O=C(COc1ccc(Cl)cc1)NCCCNC(=O)c1ccncc1	13%	1%	6%	-18%	2%	6%	-6	13
COc1ccc(OCC(=O)Nc2cc(S(=O)(=O)N3CCCC3)ccc2OCC(F)(F)F)cc1	1%	10%	-14%	5%	-6%	3%	-22	9
O=C(CN1C(=O)NC2(CCCC2)C1=O)N1CCN(c2ccccc2O)CC1	16%	6%	-1%	15%	-3%	-6%	-30	-2
CCOC(=O)CNC(=O)CCNS(=O)(=O)c1ccc2c(c1)c(=O)n(C)c(=O)n2C	-5%	-10%	-3%	-12%	1%	12%	-28	-10
CC(C)(C)N1C(=O)c2ccc(C(=O)Nc3ccc(-c4nc5ccccc5[nH]4)cc3)cc2C1=O	18%	0%	6%	-22%	0%	2%	-13	6
COc1ccccc1-c1cnn2c(NCCc3ccccc3)cc(C)nc12	15%	-1%	12%	-3%	0%	14%	24	-3
COc1ccc(-n2nc(C(=O)NCC(=O)NC(C)C)c3ccccc3c2=O)cc1Cl	6%	10%	0%	-20%	-6%	10%	-2	1
Cc1c(CCNC(=O)Cc2ccc(F)cc2)sc2nc(-c3ccc(F)cc3)nn12	-4%	?	·	2%	·	·	·	8
CCC(C)[C@H](NS(=O)(=O)c1ccc(C)cc1)C(=O)N1CCC(C(=O)N2CCC(C(=O)OC)CC2)CC1 (stereo partly specified)	12%	0%	2%	-3%	0%	6%	0	-31

Exported with each value named: entries from further up
Cc1c(CCNC(=O)Cc2ccc(F)cc2)sc2nc(-c3ccc(F)cc3)nn12
  FUS suppressor: -4%
  TDP-43 yeast inh: ?
  EPAC2 antag: ·
  Abeta yeast res: 2%
  aSyn yeast inh: ·
  EPAC2 agonist: ·
  DRD3 antagonist: ·
  DRD3 agonist: 8
CCC(C)[C@H](NS(=O)(=O)c1ccc(C)cc1)C(=O)N1CCC(C(=O)N2CCC(C(=O)OC)CC2)CC1 (stereo partly specified)
  FUS suppressor: 12%
  TDP-43 yeast inh: 0%
  EPAC2 antag: 2%
  Abeta yeast res: -3%
  aSyn yeast inh: 0%
  EPAC2 agonist: 6%
  DRD3 antagonist: 0
  DRD3 agonist: -31

Continuation:
SMILES	FUS suppressor	TDP-43 yeast inh	EPAC2 antag	Abeta yeast res	aSyn yeast inh	EPAC2 agonist	DRD3 antagonist	DRD3 agonist
CCOC(=O)C1=C(C)N=c2s/c(=C/c3cccc([N+](=O)[O-])c3O)c(=O)n2C1c1cc(OC)c(OC)c(OC)c1 (stereo unspecified)	13%	-27%	?	-14%	22%	-5%	?	-22
COc1ccc(C2=Nc3ccccc3N(C(=O)c3ccc4c(c3)OCO4)C2C(=O)Nc2c(C)cccc2C)cc1 (stereo unspecified)	?	?	12%	-5%	8%	11%	-14	-6
COc1ccc(NC(=O)C2CCN(C(=O)[C@@H]3Cc4ccccc4CN3C(=O)OC(C)(C)C)CC2)cc1	13%	-17%	-7%	?	3%	-6%	4	1
CCN(CC)S(=O)(=O)c1ccc(N2CCOCC2)c(NC(=O)c2cc(-c3ccccn3)nc3ccccc23)c1	17%	22%	-6%	-9%	10%	2%	31	-4
Cc1ccc2c(c1)C1CN(C)CCC1N2CC(=O)N(C)c1ccccc1 (stereo unspecified)	-17%	-8%	-1%	9%	-1%	8%	2	-5
CCOC(=O)C1=C(CNCc2ccc(C)cc2)NC(=O)NC1c1ccc(OC)cc1 (stereo unspecified)	32%	16%	6%	22%	-6%	-6%	-13	0
COc1cccc(/C=N/NC(=O)CNC(=O)CCc2ccccc2)c1O	-21%	4%	18%	13%	8%	9%	9	-4
COc1ccc(C(=O)CC(C#N)c2ccc3c(c2)OCO3)cc1OC (stereo unspecified)	10%	0%	-3%	-15%	3%	3%	1	3

Assay outcomes deposited in PubChem by National Center for Advancing Translational Sciences (NCATS).
